SIAH1 antagonists – blockers of Siah-1 interaction with plectin peptide – biochemical, fluorescence polarization, rhodamine-plectin, uHTS, primary screen (AID 1817); Siah-1 / rhodamine-plectin peptide fluorescence polarization; higher % means a stronger effect; displacement, % at 20 µM; hits with a dose series show IC50 in µM; 290,000 compounds, 0.02% hits;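 active = displacement of at least 50% at 20 µM, with a fluorescence ratio check between 0.3 and a set limit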;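 note: plate controls were Siah plus tracer with DMSO for no effect and tracer alone without Siah for full effect; strong numbers were not always called active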
Large T inhibition – TAg ATPase/helicase activity blockers – biochemical (AID 1903); 310,000 compounds, 0.39% hits; SV40 large T antigen ATPase/helicase inhibition assay; higher % means a stronger effect; inhibition, % at 20 µM; hits with a dose series show IC50 in µM; in the data active = a potency from the dose series; note: strong numbers were not always called active
NS5 inhibitors – flavivirus cap methylation enzyme inhibition – biochemical, confirmation dose response, primary screen (AID 588689) | Dengue-2 NS5 methyltransferase capping enzyme assay, biochemical; higher % means a stronger effect | inhibition, % at 25 µM, or IC50 in µM where a hit was titrated | 340,000 compounds, 0.3% hits; in the data active = a potency from the dose series
West Nile virus CPE – West Nile virus antiviral activity, cell-based, CPE readout (AID 1621); West Nile virus-infected cells, CPE inhibition; higher % means a stronger effect; one-dose CPE inhibition, % at 10 µM; IC50 in µM for titrated hits; 290,000 compounds, 0.02% hits; in the data active = a potency from the dose series; note: strong numbers were not always called active
MgcRacGAP inhibition – MgcRacGAP GTPase-activating activity inhibitors, confirmation, biochemical, ADP Hunter fluorescence | MgcRacGAP-stimulated Rac1 GTP hydrolysis, ADP Hunter fluorescence; higher % means a stronger effect; GST-tagged Rac1 F28L mutant substrate | 340,000 compounds, 0.6% hits | one-dose inhibition, % at 30 µM; IC50 in µM for titrated hits | AID 624330;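 active = first-screen hits whose inhibition reached a set limit at any dose in the follow-up dose series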;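 note: fluorescence reports GDP produced by GAP-driven GTP hydrolysis; strong numbers were not always called active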
NTR1 agonist – NTR1-driven beta-arrestin-GFP spot formation – imaging, U2OS cells, high content, primary screen (AID 493036); P30989; agonist mode; activation, % at 20 µM; 330,000 compounds, 0.17% hits;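 active = activation at or above 40% of the spot to cytoplasm intensity ratio, with at least 20 cells analyzed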;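 note: 0% = DMSO without peptide and 100% = 100 nM NTR1 peptide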
Target sequence (P30989 whole entry, looked up): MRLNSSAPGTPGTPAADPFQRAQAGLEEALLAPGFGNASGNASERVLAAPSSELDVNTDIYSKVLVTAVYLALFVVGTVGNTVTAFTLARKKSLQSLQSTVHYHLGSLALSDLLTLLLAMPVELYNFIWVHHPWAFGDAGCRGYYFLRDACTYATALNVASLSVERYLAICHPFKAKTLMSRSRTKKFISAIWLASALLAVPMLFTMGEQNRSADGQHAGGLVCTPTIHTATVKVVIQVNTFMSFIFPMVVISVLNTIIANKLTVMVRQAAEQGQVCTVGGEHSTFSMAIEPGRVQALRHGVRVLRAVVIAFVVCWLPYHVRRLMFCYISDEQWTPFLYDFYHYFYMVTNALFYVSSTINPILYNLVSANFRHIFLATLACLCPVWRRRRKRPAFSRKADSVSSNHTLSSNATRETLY
AID2073 – inhibitors of Mint1-CaV2.2 protein interaction, biochemical, HTRF (AID 2073); HTRF protein-protein interaction, Mint1-CaV2.2; higher % means a stronger effect; inhibition, % at 20 µM, or IC50 in µM where a hit was titrated; 290,000 compounds, 0.19% hits; in the data active = inhibition mostly above about 51%, no sharp cut-off; note: some results filed as inactive read as strong as hits
UTI89 phage lysis – inhibition of K1F phage lysis, E. coli UTI89, bacterial capsule biogenesis inhibitors, alamar blue (AID 488966); inhibition, % at 100 µM; hits with a dose series show IC50 in µM; 340,000 compounds, 0.02% hits; E. coli UTI89 K1F phage lysis, alamar blue, 2 h; higher % means a stronger effect;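 active = phage lysis inhibition, versus mean bacterial control, above a set limit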;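 note: capsule biogenesis inhibitors block K1F phage lysis so surviving cells raise fluorescence; higher fluorescence means more inhibition of phage lysis; actives were called in the ten point dose series up to 300 µM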
RSV antiviral HEp-2 – inhibition of RSV-induced cytopathic effect – HEp-2 cells, primary 10 µM value included (AID 2391). HEp-2 cells, RSV-induced CPE inhibition; higher % means a stronger effect. CPE inhibition, % at 10 µM; hits with a dose series show IC50 in µM. 310,000 compounds, 0.13% hits; in the data active = a potency from the dose series; note: strong numbers were not always called active
NTR1 agonist cell count 20 µM – further read-out of NTR1 agonist, marked with its call; cell count; measured here: cell count, cytotoxicity flag
NS5 inhibitors pilot replicate – recorded beside NS5 inhibitors, whose call it bears; inhibition, %; measured here: pilot screen replicate inhibition
Numbers without * were called inactive; · = no result given; [ ] = another dose, or the depositor's remark.

Start of the data: the first 2 records, to show the layout:
SMILES	SIAH1 antagonists	Large T inhibition	NS5 inhibitors	West Nile virus CPE	MgcRacGAP inhibition	NTR1 agonist	NTR1 agonist cell count 20 µM	AID2073	UTI89 phage lysis	RSV antiviral HEp-2	others
CCOC(=O)c1ccccc1NC(=O)c1cc2sccc2n1C	3.2%	19.4%	0.8%	3.3%	16.4%	12.3	48	-0.3%	0.3%	0.5%
Cc1ccc(-c2nn(-c3cccc(F)c3)cc2CNCc2cccnc2)o1	-7.4%	12.0%	-24.4%	-0.3%	-9.2%	2.6	56	8.7%	1.0%	-1.8%

This part in full, from the start:
SMILES	SIAH1 antagonists	Large T inhibition	NS5 inhibitors	West Nile virus CPE	MgcRacGAP inhibition	NTR1 agonist	NTR1 agonist cell count 20 µM	AID2073	UTI89 phage lysis	RSV antiviral HEp-2	others
CCOC(=O)c1ccccc1NC(=O)c1cc2sccc2n1C	3.2%	19.4%	0.8%	3.3%	16.4%	12.3	48	-0.3%	0.3%	0.5%
Cc1ccc(-c2nn(-c3cccc(F)c3)cc2CNCc2cccnc2)o1	-7.4%	12.0%	-24.4%	-0.3%	-9.2%	2.6	56	8.7%	1.0%	-1.8%
O=C(O)CN1CCNCC1	0.0%	-1.5%	·	0.2%	·	·	·	-4.2%	·	·
Cc1cccc(C(=O)NC2CCN(C(=O)N3CCOCC3)CC2)c1	2.3%	-3.5%	-8.1%	-0.2%	5.4%	2.9	80	-5.9%	1.5%	1.2%
CCCCC[C@@H]1C=C(C(=O)O)[C@H](c2ccc(C)cc2)N1S(=O)(=O)c1ccc(C)cc1	·	·	10.4%	·	8.2%	6.9	72	·	0.0%	·
CCN(CC)c1ccc(CN2CCC(C(=O)NCc3ccc(C)cc3)CC2)cc1	-3.8%	-3.0%	0.0%	-1.5%	36.2%	0.4	28	-14.1%	-0.2%	2.9%
O=C1C2CCCN2C(c2ccccc2F)N1c1ccc(F)cc1 (stereo not drawn)	-3.6%	2.9%	-1.5%	-0.1%	5.9%	·	·	9.6%	0.3%	-1.5%
O=C(O)CSc1nnc(-c2ccc(Cl)cc2Cl)n1Cc1ccccc1	14.9%	6.0%	0.5%	0.1%	11.3%	-0.1	67	8.3%	0.3%	0.1%
O=C(CCc1nnc(-c2ccc3c(c2)OCO3)o1)NCCc1ccccc1F	8.7%	11.9%	1.7%	-0.1%	9.4%	-1.0	67	4.0%	0.5%	-1.6%
CC(Cc1ccccc1)C(=O)Nc1ccccc1 (stereo not drawn)	0.3%	2.1%	8.0%	1.3%	4.4%	-2.6	96	7.9%	0.2%	-1.6%
O=C(Nc1nccs1)C(Br)C(Br)c1ccccc1 (stereo not drawn)	15.1%	9.8%	-5.9%	-0.6%	7.9%	32.2	95	44.6%	0.2%	0.9%
Cn1cc(C(c2ccccc2OCC(=O)O)c2cn(C)c3ccccc23)c2ccccc21	-2.0%	8.6%	9.9%	-0.3%	12.2%	-0.8	54	17.9%	-0.2%	4.6%	NS5 inhibitors pilot replicate=4.5
COc1ccc(-c2nc(S(=O)(=O)c3ccccc3)c(NCCCN3CCOCC3)o2)cc1	·	·	1.5%	·	3.9%	0.2	57	·	0.0%[50 µM]	·
CC(=O)c1cccc(NC(=O)CSc2nnc(-c3cccnc3)o2)c1	7.8%	6.9%	-2.5%	0.4%	4.6%	-0.7	88	1.7%	-0.4%	1.6%
COC(=O)c1ccc(Oc2nc(N3CCCCC3)nc(N3CCOCC3)n2)cc1	1.8%	4.5%	-7.6%	0.5%	4.3%	5.9	49	6.7%	1.5%[50 µM]	71.7%
C/C(COc1ccccc1)=N\NC(=O)c1nnn(-c2nonc2N)c1CSc1ccccc1	-5.5%	-3.6%	-5.4%	1.1%	9.2%	2.4	55	6.1%	0.0%	-0.6%
CCOC(=O)C1CCCN(C(=O)c2cccc(S(=O)(=O)N3CCOCC3)c2)C1 (stereo not drawn)	-3.7%	5.7%	1.5%	-0.1%	-0.8%	2.9	58	-12.9%	0.1%	1.8%
COc1ccc(C(=O)NC(CCSC)C(=O)NCc2nnc3ccccn23)cc1 (stereo not drawn)	·	·	-6.6%	·	4.6%	-0.2	76	·	0.8%[50 µM]	·
O=C(Nc1cc(Cl)ccc1-n1cncn1)c1cn2ccccc2n1	·	-1.2%	-0.7%	·	1.5%	-0.8	68	·	0.7%[50 µM]	-0.6%
Cn1c(=O)c2c(nc(NCc3ccccc3)n2CC(=O)NCc2ccccc2)n(C)c1=O	0.8%	2.8%	-4.8%	0.0%	11.2%	3.8	35	0.9%	0.5%	-1.6%
COc1cc(C2NC(=O)NC(C)=C2C(C)=O)cc(OC)c1OC (stereo not drawn)	-2.6%	7.9%	-0.7%	0.2%	-7.6%	1.9	60	19.1%	0.3%	0.4%
CN(C)C1(CNC(=O)C2CCC(=O)N(Cc3ccc(Cl)cc3)C2)CCCCC1 (stereo not drawn)	-1.2%	-0.7%	-6.2%	-0.2%	12.2%	1.1	62	6.8%	0.0%	-0.7%
CC(=O)Nc1ccc(NC(=O)C(C)OC(=O)CCCOc2ccc(Cl)cc2C)cc1 (stereo not drawn)	·	16.2%	-7.3%	·	7.5%	-0.6	47	·	0.7%[50 µM]	-0.9%
O=C(O)[C@]1(S(=O)(=O)c2ccccc2)C[C@@H]2ON=C(c3cccc(Br)c3)[C@@H]2C1	-1.4%	12.4%	-0.8%	0.4%	6.2%	0.2	57	11.5%	0.1%	0.7%
O=C(OCC#CCSc1nc2ccccc2s1)c1ccco1	-2.2%	7.5%	-6.2%	-0.7%	11.4%	-0.3	78	-11.8%	1.1%	-0.3%
COc1ccc(NC(=S)N2CCc3ccccc32)cc1OC	-6.4%	11.3%	-1.3%	0.4%	3.7%	0.4	75	-32.7%	-0.2%	1.2%
COc1cccc(C(=O)NC2CC3CCCC(C2)N3Cc2ccc(C)cc2)c1 (stereo not drawn)	-0.4%	3.0%	4.6%	-1.4%	7.3%	0.4	65	4.8%	0.2%	-1.2%	NS5 inhibitors pilot replicate=2.4
Cc1cccc(N(C(=O)c2csnn2)C(C(=O)NC2CCCC2)c2ccncc2)c1 (stereo not drawn)	-2.7%	-2.6%	4.2%	0.4%	-0.1%	-0.1	44	5.5%	0.0%	0.6%
NC(=O)CC(NC(=O)Cc1ccc(Br)cc1)c1ccc(NCC2CC2)c([N+](=O)[O-])c1 (stereo not drawn)	0.2%	7.0%	0.8%	-0.1%	-1.0%	-1.0	92	-6.6%	1.4%	1.6%
CC(C)CC(=O)Nc1nnc(-c2ccco2)s1	-1.9%	14.1%	0.7%	-0.5%	14.7%	0.7	51	2.5%	0.7%[50 µM]	0.3%
Cc1occc1C(=O)n1nnc2ccccc21	-4.8%	2.6%	·	0.2%	·	3.0	93	-12.5%	·	0.8%
CCn1nc(NC(=O)c2cccnc2)c2cc3cccc(C)c3nc21	2.8%	-0.4%	3.8%	0.1%	0.5%	-0.8	40	1.8%	1.1%	1.9%
COC(=O)C1=C(C)NC(=O)NC1c1ccsc1 (stereo not drawn)	0.1%	7.3%	-15.0%	0.3%	4.2%	3.5	50	4.9%	0.0%	-0.1%
CC(C)Oc1ccc(/C(O)=C2/C(=O)C(=O)N(CCN3CCOCC3)C2c2ccccc2)cc1 (stereo not drawn)	0.3%	15.6%	-8.3%	0.1%	5.8%	-0.2	41	4.7%	0.7%	1.2%
O=S(=O)(c1ccc(-c2cnc(C3CC3)o2)cc1)N1CCN(c2ccccc2)CC1	1.6%	8.0%	3.9%	-0.4%	2.1%	3.5	49	13.6%	0.1%	6.2%
CC(Nc1n[nH]c(=S)[nH]c1=O)C(=O)OCc1ccccc1 (stereo not drawn)	1.4%	5.8%	-10.0%	0.2%	-0.3%	-0.6	81	-15.4%	-0.2%	1.1%	NS5 inhibitors pilot replicate=-3.9
O=C(O)Cc1cccc2ccccc12	·	·	-1.5%	·	7.7%	1.2	46	·	0.0%	0.4%
CCc1ccc(NC(=O)Nc2ccc3c(c2)CCC3)cc1	-5.3%	-5.7%	-9.4%	-0.2%	3.2%	1.1	58	8.7%	0.4%	-0.1%
COC(=O)c1ccc(CSc2ncn[nH]2)o1	0.4%	-1.8%	-6.8%	0.0%	13.9%	0.3	72	-1.7%	-0.1%	-1.2%	NS5 inhibitors pilot replicate=-2.3
O=C(Nc1ccc2sc3ccccc3c(=O)c2c1)c1ccccc1Cl	0.4%	11.2%	-8.9%	-0.4%	6.9%	3.9	42	17.2%	0.5%	0.7%
Cc1ccc2nc(NC(=O)c3ccccc3F)sc2c1	7.3%	21.0%	4.2%	-0.9%	18.4%	1.0	73	14.9%	-0.8%	3.9%
O=C(CSc1nc(=O)n2ccccc2n1)OCc1ccccc1	·	8.7%	-2.2%	·	-27.8%	1.0	72	·	2.5%[50 µM]	-1.1%
CN(C)S(=O)(=O)c1ccc(Nc2nc(C3CC3)nc3c2nnn3Cc2ccccc2Cl)cc1	-2.4%	0.7%	5.8%	2.1%	6.0%	9.6	76	32.4%	2.7%[50 µM]	2.0%
CCOC(=O)C1(Cc2cccc(OC)c2)CCCN(Cc2cc(OC)c(O)c(OC)c2)C1 (stereo not drawn)	1.3%	4.6%	-6.3%	-0.7%	11.3%	0.2	61	3.5%	0.2%	0.0%
CC1CCN(c2c(NCC3CCC(C(=O)NCCc4ccccc4)CC3)c(=O)c2=O)CC1 (stereo not drawn)	7.1%	3.8%	-0.7%	0.2%	4.7%	-3.5	59	-11.2%	-0.3%	3.3%
CCn1c(CN2CCN(c3cccc(C)c3C)CC2)n[nH]c1=S	8.7%	10.8%	26.1%	-1.3%	3.7%	-0.4	77	-18.7%	0.3%	12.2%
Cc1ccc(C(=O)Nc2c(-c3cccs3)nc3cc(C)ccn23)cc1	1.8%	2.4%	-0.8%	-0.5%	2.8%	5.5	58	3.1%	11.8%	0.9%
Cc1nc2sc(C(=O)Nc3ccccc3)c(N)c2c(C)c1[N+](=O)[O-]	-3.0%	-1.7%	-0.8%	-0.3%	6.5%	0.4	36	28.8%	-0.2%	-0.3%
COC1=C/C(=C/c2c(N)n3nc(CC(=O)N4CCCCC4)sc3nc2=O)C=CC1=O	-2.9%	22.5µM*	-76.7%	0.6%	11.9%	1.1	56	9.4%	-0.1%	-0.3%
CCN1CC2([N+](=O)[O-])CC=C(OC)C([N+](=O)[O-])(C1)C2 (stereo not drawn)	-3.3%	-0.5%	-6.7%	-0.5%	3.8%	0.1	99	5.4%	1.2%[50 µM]	0.9%
COC(=O)C1=C(C)NC(=O)/C1=C/c1ccc(CNS(=O)(=O)c2ccc(C)cc2)o1	2.9%	15.7%	2.2%	-0.4%	9.1%	1.1	49	-14.9%	1.6%	-0.2%
COc1cccc(-c2nc(CCl)cs2)c1	5.1%	1.1%	0.8%	0.4%	0.9%	-0.9	45	4.2%	0.2%	1.0%
Cc1cc2c3c(c1)C(C)(c1ccccc1)CC(C)(C)N3C(=O)C21C(C#N)=C(N)OC2=C1C(=O)CC(C)(C)C2 (stereo not drawn)	-5.3%	13.2%	4.0%	3.0%	8.5%	40.4*	60*	-8.0%	3.9%	13.5%

Assay outcomes: PubChem BioAssay, several laboratories
